HRas wt GTP = human HRas wildtype GTP binding, change in either direction | P01112 | GST-Ras wt beads, Bodipy-FL-GTP binding, flow cytometry; actives lie on both sides | GTP binding activity, % at 10 µM | 190,000 compounds, 0.14% hits;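 active means GTP binding activity at least 20% away from the 100% baseline, either lowered as inhibitor or raised as activator; inconclusive means flagged as likely green fluorescent, judged across all proteins in the well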;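 further: 0% = unlabeled GTP competition control and 100% = no-compound control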
Target sequence (P01112 whole entry, looked up): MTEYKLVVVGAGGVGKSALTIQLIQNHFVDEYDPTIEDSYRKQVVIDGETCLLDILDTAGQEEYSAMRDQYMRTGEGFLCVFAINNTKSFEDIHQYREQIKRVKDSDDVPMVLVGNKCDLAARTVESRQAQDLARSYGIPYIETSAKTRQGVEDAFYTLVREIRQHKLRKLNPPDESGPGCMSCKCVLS
Mcl1-Bid inh = disrupts binding of human Mcl-1 to Bid peptide; inhibition, % at 21.7 µM; 220,000 compounds, 0.97% hits; TR-FRET Mcl-1/Bid-Dy647 peptide binding, 1536-well;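 active means compounds that cut the binding signal by more than half at the single screening dose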;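 further: His-tagged Mcl-1 with europium anti-His antibody binding Bid BH3 peptide; 0% = Mcl-1 plus peptide wells and 100% = peptide-only wells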
Target sequence (Q07820 whole entry, looked up): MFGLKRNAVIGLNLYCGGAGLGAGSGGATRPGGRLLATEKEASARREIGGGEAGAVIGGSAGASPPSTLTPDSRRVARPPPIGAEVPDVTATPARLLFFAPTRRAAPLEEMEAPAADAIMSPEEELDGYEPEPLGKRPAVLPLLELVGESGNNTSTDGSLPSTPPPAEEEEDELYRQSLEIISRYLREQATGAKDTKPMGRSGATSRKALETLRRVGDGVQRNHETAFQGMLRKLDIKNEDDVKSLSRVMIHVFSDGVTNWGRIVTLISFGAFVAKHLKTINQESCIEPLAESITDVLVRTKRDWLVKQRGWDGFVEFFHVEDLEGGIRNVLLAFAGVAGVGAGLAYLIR
Rab2 wt GTP = changes GTP binding to wildtype dog Rab2A, up or down. P61105. GST-Rab2 wt beads, Bodipy-GTP binding, flow cytometry. GTP binding activity, % at 10 µM. 190,000 compounds, 0.19% hits. AID 760;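 active means GTP binding activity at least 20 points away from 100%, either lowered or raised; inconclusive means signal likely due to the compound's own green fluorescence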;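 further: 0% = beads with excess unlabeled GTP and 100% = no-compound control corrected for plate trend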
Rab7 wt modul = modulators of GTP binding to dog Rab7 wildtype GTPase. GST-Rab7 beads, fluorescent GTP binding, flow cytometry; actives lie on both sides; untreated = 100%, excess cold GTP = 0%. GTP binding activity (percent of control), % at 10 µM. 190,000 compounds, 0.055% hits;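 active means fluorescent GTP binding to Rab7 beads changed by at least 20 points from the 100% baseline, either direction, mostly lower; inconclusive means compound itself probably fluorescent, or too few beads counted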;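 further: median green fluorescence of bound Bodipy-FL-GTP per Rab7 bead population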
Pf gametocyte = kills late stage P. falciparum gametocytes; 150,000 compounds, 0.065% hits; inhibition, % at 10.9 µM; P. falciparum stage V gametocytes, ATP luminescence, 24 h;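 active means inhibition above the mean plus 3 SD of compounds within the control limits, set per campaign, cut at about 38% in these data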;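 further: 0% = DMSO wells and 100% = medium only without gametocytes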
RGS8-Gao = human RGS8-Galphao interaction regulation | P09471 | multiplexed bead flow cytometry, RGS8-Galphao binding; actives lie on both sides | response (percent of control binding), % at 10 µM | 220,000 compounds, 0.34% hits | AID 1423; in the data active means response below about 60% or above about 140%; inactive means in between;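 further: Galphao activated as the GDP aluminium fluoride complex binding bead-coupled RGS8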
Mcl1 Noxa PPI = disrupts binding of human Mcl-1 to Noxa peptide; Q07820; 220,000 compounds, 1.5% hits; AID 1022; inhibition, % at 21.7 µM; TR-FRET Mcl-1/Noxa peptide binding, 2 h;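 active means compounds that cut the protein-peptide binding signal by more than 50% relative to plate controls in a single-dose test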;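 further: His-tagged Mcl-1 with rhodamine Noxa BH3 peptide and terbium anti-His antibody; 0% = Mcl-1 plus Noxa peptide wells and 100% = peptide-only wells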
Rac1 wt modul = modulators of human Rac1 wildtype GTP binding; GST-Rac1 beads, fluorescent GTP binding, flow cytometry; actives lie on both sides; 0 = cold GTP competed, 100 = untreated; GTP binding activity (% of control), % at 10 µM; 190,000 compounds, 0.27% hits; AID 757;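 active means GTP binding activity at least 20 points away from the 100% control level, either lower or higher; inconclusive means compound flagged as likely green fluorescent, judged across all proteins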
Rac1 act GTP bind = modulators of GTP binding to human Rac1 activated mutant; AID 764; 190,000 compounds, 0.11% hits; percent activity (GTP binding), % at 10 µM; GST-Rac1 activated beads, fluorescent GTP binding, flow cytometry; actives lie on both sides; 100% means binding = to untreated wells;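 active means GTP binding at least 20 percentage points away from the 100% baseline, in either direction, so actives lie on both sides; inconclusive means Compound likely fluorescent itself, or too few beads counted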
Cdc42 wt GTP = human Cdc42 wildtype GTP binding change, either direction | GST-Cdc42 beads, Bodipy-GTP binding, flow cytometry; actives lie on both sides | percent activity (GTP binding), % at 10 µM | 190,000 compounds, 0.2% hits | AID 761;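 active means percent activity GTP binding at least 20 points away from the 100% baseline, either down as inhibitor or up as activator; inconclusive means compound flagged as likely green fluorescent from well-wide comparison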;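 further: median bead fluorescence of bound Bodipy-FL-GTP at 100 nM; 0% = excess unlabeled GTP control and 100% = no compound control; below 100% means less GTP binding so inhibitor and above means activator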
Target sequence (P60953 whole entry, looked up): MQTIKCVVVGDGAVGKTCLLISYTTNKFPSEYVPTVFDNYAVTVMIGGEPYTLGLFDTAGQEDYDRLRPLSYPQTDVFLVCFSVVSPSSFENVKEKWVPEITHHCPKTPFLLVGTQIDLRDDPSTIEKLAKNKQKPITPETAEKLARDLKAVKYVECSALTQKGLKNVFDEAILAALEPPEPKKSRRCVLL
Mcl-1 Bim block = inhibitors of Bim-Mcl-1 interaction, human. Bead-based flow cytometry, Bim peptide-Mcl-1 binding. inhibition, % at 10 µM. 190,000 compounds, 0.1% hits; in the data active means inhibition above about 40%;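 further: 0% = no compound tracer wells and 100% = peptide blocker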
Starred values were filed as active, the others as inactive; u = inconclusive; x = not tested or not shown.

SMILES	HRas wt GTP	Mcl1-Bid inh	Rab2 wt GTP	Rab7 wt modul	Pf gametocyte	RGS8-Gao	Mcl1 Noxa PPI	Rac1 wt modul	Rac1 act GTP bind	Cdc42 wt GTP	Mcl-1 Bim block
CCCOc1ccc(/C(O)=C2/C(=O)C(=O)N(CCCOC)C2c2ccncc2)cc1 (stereo not given)	100	7	98	98	x	98	6	101	99	100	4
O=C(CCN1CCCCC1)Nc1cccc(Cl)c1	101	14	102	103	x	100	-2	103	101	102	-2
C=CCNC1=C(Cl)C(=O)N(c2cccc(Cl)c2Cl)C1=O	99	-7	100	101	-20	105	8	97	97	99	-3
Cc1nn(Cc2ccccc2)c(Cl)c1/C=C/C(=O)OC(C(=O)NC(N)=O)C(C)C (stereo not given)	96	3	94	97	14	100	9	96	96	95	0
Cc1ccc(C(=O)Nc2ccc(S(=O)(=O)NCc3ccco3)cc2)cc1	98	-10	101	99	-3	92	20	97	97	98	-3
CC(=O)Nc1cccc(NC(=O)CSc2nc3ccccc3o2)c1	103	-30	102	99	x	101	5	105	102	103	-6
Cc1cc(C)nc(N2C(=O)CC(Cc3ccccc3)C2=O)n1 (stereo not given)	102	-13	103	99	10	106	4	104	102	100	0
CC(C)CNC(=O)C1CC(=O)OC12CCCCC2 (stereo not given)	100	-11	99	100	x	99	-12	99	97	101	1
Cc1cc(/C=N/n2cnnc2)c(C)n1-c1ccc2c(c1)OCO2	106	-93	104	108	x	90	10	107	100	104	0
COc1ccc(CCN2C(=O)CC(N3CCN(S(=O)(=O)c4ccccc4)CC3)C2=O)cc1 (stereo not given)	99	-9	100	101	9	99	11	99	98	97	1
CCOC(=O)C1=C(C)N=C2SC(C(=O)OC)=CC(=O)N2C1c1cc(OC)c(OC)c(OC)c1 (stereo not given)	97	-56	97	96	-8	102	14	102	95	97	-2
O=C(NCCCn1ccnc1)/C(=C\c1cccnc1)NC(=O)c1ccccc1F	101	2	100	105	11	101	-1	106	97	99	0
CC(C)n1c(NCc2ccc(N(C)C)cc2)nc2ccccc21	100	-36	96	97	-6	103	4	104	101	101	2
Cc1nc(SC(C(=O)c2ccccc2)c2ccccc2)nc2ccccc12 (stereo not given)	98	3	96	95	-9	105	4	97	98	96	3
COC(=O)c1cc(NS(=O)(=O)c2ccc(OC)c(OC)c2)ccc1Cl	102	-2	103	97	15	101	7	101	98	106	-2
C=CCOc1ccc(/C=N/Nc2ccccn2)cc1OC	92	-23	94	96	x	99	17	97	92	94	1
CSc1nnc(-c2cccn(Cc3cccc(Cl)c3)c2=O)o1	95	-10	97	98	11	101	-6	97	97	94	-1
CCn1c(CC(=O)Nc2cccc(Cl)c2Cl)nnc1SCCOc1ccc(OC)cc1	103	-14	99	103	x	102	38	104	99	101	-89
Cc1ccccc1CC(=O)c1ccc(O)c(C)c1O	103	-8	104	105	-5	98	14	106	101	101	-4
O=C1C2ON(c3ccccc3)C(c3ccncc3)C2C(=O)N1c1ccc(Br)cc1 (stereo not given)	95	-8	96	97	-22	101	-2	99	95	94	2
O=S1(=O)CCN2C=C(Br)C=C(Br)C2=N1	103	-29	102	95	x	128	15	103	101	102	-2
O=S(=O)(/C=C/c1ccccc1)N1CCN(c2ccc(F)cc2)CC1	101	10	100	99	x	103	12	103	97	108	-4
COc1cc2c(cc1OC)C(c1ccncc1)CC(=O)N2 (stereo not given)	97	-7	102	101	x	99	1	101	96	98	-7
CC(C)CC(COCc1cccc(Cl)c1)N1CCN(C(=O)c2cccc(C(F)(F)F)c2)CCC1=O (stereo not given)	101	4	103	99	x	90	14	105	99	102	38
O=C(CN1CCCCCC1)N1c2ccccc2Sc2ccccc21	99	-14	102	110	-22	98	6	99	97	100	3
CCOc1ccc(C(c2c(C)[nH][nH]c2=O)c2c(C)[nH][nH]c2=O)cc1OCC	99	-35	97	101	10	101	4	101	97	101	1
O=C1N=C(N2CCOCC2)S/C1=C/c1ccc(-c2ccc(F)cc2)o1	97	-41	95	102	0	99	17	92	93	96	0
Cc1cccc(NC(=O)c2ccc(N3CCOCC3)c([N+](=O)[O-])c2)n1	101	-19	100	104	2	102	0	101	98	102	1
Cc1cc(C)c2nc(-c3ccco3)cc(C(=O)O)c2c1	92	-25	89	91	26	105	41	98	92	92	4
Cc1noc(NC(=O)c2ccccc2C(F)(F)F)c1C#N	98	47	96	101	x	103	23	98	96	96	-1
Cc1ccc(NC(/C=C/N(C)C)=C/C(=O)C(F)(F)F)c(C)c1	95	-34	94	101	x	100	13	98	95	96	-2
CC1=C(C)[N+](=O)C2(O)CCCCC2(C)N1[O-] (stereo not given)	u	-2	u	u	x	103	2	u	u	u	1
CC1(C)CC(=O)C=C(NCC(=O)O)C1	104	-13	105	99	-5	102	8	102	100	106	-2
COC(=O)Cn1cc(/C=C/[N+](=O)[O-])c2ccccc21	95	-37	96	102	x	99	19	93	94	91	-1
Cc1ccccc1OCCC(=O)Nc1cccc(S(=O)(=O)Nc2ccccc2Cl)c1	94	8	96	97	x	81	19	96	94	94	6
CN(C)c1nc(SCc2ccccc2)nc(N2CCOCC2)n1	96	-41	96	94	x	105	-1	97	93	97	1
Cc1[nH]n(C(N)=S)c(=O)c1N=Nc1ccc2ccccc2c1	91	-123	91	91	-2	102	-17	93	91	94	2
Cc1ccccc1NC(=O)Nc1cccs1	95	-51	95	94	x	100	-19	93	93	94	2
Cc1csc(Sc2ccc([N+](=O)[O-])cc2C(=O)OCC(=O)NC2CCCC(C)C2C)n1 (stereo not given)	98	-29	100	98	x	104	-11	98	96	97	0
CCn1c(SCC(=O)Nc2cc(C)on2)nnc1-c1c[nH]c2ccccc12	97	-9	96	102	x	104	1	97	96	94	-1
COc1ccc(-c2nsc(SCC(=O)Nc3ccc4c(c3)OCO4)n2)cc1	102	-55	95	97	7	97	6	104	100	102	-1
C=CCn1c(SCCCCCC)nc(O)cc1=O	104	-11	100	102	x	98	25	105	101	100	-1
CC(C)Cn1c(-c2ccco2)n[nH]c1=S	99	-8	96	100	x	98	9	101	96	98	-4
CCCCN(C)C(=O)c1coc(=O)c2ccccc12	101	94*	99	100	x	111	-16	100	97	101	-1
COc1ccccc1-c1ccc(NC2CCCC2)nn1	96	-10	98	98	x	97	4	102	95	101	11
Cn1c(SCC(=O)N2CCCC2=O)nnc1-c1ccccc1F	99	-13	95	98	23	104	-5	99	98	96	-3
COc1ccc(C(=O)Oc2ccc(C(=S)N3CCCC3)cc2)cc1OC	100	-38	98	101	x	99	17	105	100	102	-9
Cc1cc(C(=O)CSc2nnc(-c3cccnc3)n2-c2ccccc2)c(C)n1CC1CCCO1 (stereo not given)	98	-32	99	96	-13	98	3	101	98	101	-1
Cn1cnnc1Sc1ccc(/C=C(\CCC(=O)O)c2nc3ccccc3s2)cc1[N+](=O)[O-]	95	-25	94	101	x	102	5	92	92	90	0
O=C(Nc1ccc(N2CCOCC2)c(Cl)c1)c1c(F)c(F)c(F)c(F)c1F	93	-9	94	94	8	97	x	95	93	94	0
CCOC(=O)c1cccc(NC(=S)NCc2ccc(C)cc2)c1	99	-78	99	109	x	94	12	98	97	97	-2
O=c1oc2cc(O)ccc2cc1-c1ccc(F)cc1	100	-2	102	102	-25	100	10	98	99	97	1
Cc1ccc(C2CC(=O)NC(SCC(=O)OCc3ccccc3)=C2C#N)o1 (stereo not given)	107	-73	106	101	-31	95	31	107	99	107	0
CCC(C)NC(=O)Cc1c(OC)ccc2cc(Br)ccc12 (stereo not given)	95	-20	95	99	-3	101	2	99	93	98	0
O=C(Oc1ccc2c3c(c(=O)oc2c1)CCCC3)c1cccs1	101	-6	99	99	12	101	1	104	99	100	-5
O=C(CCN1CCOCC1)Nc1ccccc1	u	-13	u	u	x	103	27	u	u	u	-1
Cc1ccc(-n2nnnc2SCC(=O)N2CCCCC2)cc1	99	0	97	98	-5	99	-8	100	97	98	0
NC(=O)CCc1c[nH]c2ccccc12	101	-25	102	102	-1	101	-18	103	100	106	-2
Nc1[nH]ncc1N=Nc1ccc(Cl)cc1	101	6	101	100	x	101	8	102	98	106	-1
COc1ccc(NC(=O)CSc2nc3ccccc3c(=O)n2CCNC(C)=O)cc1	103	0	102	96	-7	93	7	101	101	103	-1
Further structures follow.
SMILES	HRas wt GTP	Mcl1-Bid inh	Rab2 wt GTP	Rab7 wt modul	Pf gametocyte	RGS8-Gao	Mcl1 Noxa PPI	Rac1 wt modul	Rac1 act GTP bind	Cdc42 wt GTP	Mcl-1 Bim block
C#CCOC(=O)c1ccccc1C(=O)OCC#C	100	5	99	98	-8	101	-8	98	98	100	-1
CCN(CC)S(=O)(=O)c1cccc(C(=O)N/N=C/c2cc(OC)c(O)c(OC)c2)c1	96	-27	97	97	x	100	37	96	98	101	-4
O=C(CCOc1ccccc1)Nc1cccc([N+](=O)[O-])c1	99	-2	101	100	10	103	-9	98	97	99	-1
CCOC(=O)C1CCN(C(=O)c2ccccc2N(C)S(C)(=O)=O)CC1	103	-18	103	99	13	97	13	110	104	106	-1
COc1ccc(N2CCN(c3ccc([N+](=O)[O-])cc3Cl)CC2)cc1	99	-45	99	101	24	106	12	103	97	95	-1
O=S(=O)(NCc1ccccc1)c1ccc(S(=O)(=O)N2CCCCC2)cc1	100	-17	96	96	x	100	5	100	97	101	-7
O=C(COc1ccc2c3c(c(=O)oc2c1)CCC3)c1ccc2c(c1)OCO2	101	15	102	100	x	101	-158	101	100	103	-2
COc1cc(C2c3c(-c4cc(Cl)c(C)cc4O)n[nH]c3C(=O)N2Cc2cccnc2)ccc1O (stereo not given)	98	-86	98	97	-7	99	20	98	98	99	3
Cc1ccc(N(CC(=O)Nc2ccc(F)cc2)S(=O)(=O)N2CCCC2)cc1	102	-21	103	97	x	100	14	105	103	104	-1
COc1ccc(NS(=O)(=O)c2cc(C)ccc2NC(=O)c2cc(C)oc2C)cc1	106	-56	107	101	x	102	32	104	99	107	-1
CN(CCO)c1ccc([N+](=O)[O-])cc1C(=O)O	100	26	99	100	-9	99	31	98	97	101	-4
CCOn1c(SCC)nc2ccccc2c1=O	103	9	101	99	-21	100	15	102	100	105	-5
CCC(C)(C(=O)NC1CCCCC1)N(C(=O)CNC(=O)c1ccccc1)c1c(C)n(C)n(-c2ccccc2)c1=O (stereo not given)	104	-32	105	108	-17	100	10	102	98	99	2
O=C(O)CCC(=O)N1CCc2cc(S(=O)(=O)N3CCN(c4ccc(F)cc4)CC3)ccc21	104	-27	102	100	x	99	4	103	98	104	0
